Assay outcomes as filed in PubChem BioAssay.
Casp7 inh – qHTS Assay for Allosteric/Competitive Inhibitors of Caspase-7 | recombinant caspase-7, Ac-DEVD-AFC fluorescence rate | Potency, µM (highest dose often 57.5 µM), for the others: top-dose activity change, negative = inhibition, most hits filed as inhibitors | 0.02% of 75,000 active | AID 889, 2007; active = well fitted inhibition curve with a large enough effect in the main read-out, with a control signal flat, not every such curve was filed as active; inconclusive = small, poorly fitted or top-dose-only effect, or a change in a side signal; note: potency is the fitted concentration of half-maximal effect; % of control where 0% means no effect
A350 fluor – qHTS Assay for Spectroscopic Profiling in A350 Spectral Region | max dye-equivalent concentration, M | 11% of 59,000 active | Compound autofluorescence, 340/450 nm, Alexa 350 dye-equivalents; hits give high values; in the data active = max dye-equivalent concentration above about 10 nM; inconclusive = mostly about 1.1 nM to 9.6 nM
Fluorescein autfl – qHTS Assay for Spectroscopic Profiling in Fluorescein Spectral Region. max fluorescein-equivalent concentration, M. 0.91% of 59,000 active. AID 593, 2007. Compound autofluorescence, 480/540 nm, fluorescein-equivalent; hits give high values; in the data active = max fluorescein-equivalent concentration above about 10 nM; inconclusive = between about 1.1 nM and that limit
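In this qHTS profile, compound fluorescence was measured with a 480 nm/540 nm filter pair following a 15-min room-temperature incubation in 100 mM Tris (pH 8.0). A six-point fluorescein series on each plate served for normalization.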
Tau filament bind – qHTS Assay for Tau Filament Binding. recombinant tau filaments, thioflavin S fluorescence, 15 h; filaments grown with octadecylsulfate alongside compound. Potency, µM (top dose mostly 57.1 µM), for inactives: at the highest dose activity change, negative = inhibition. 2% of 71,000 active;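 note: potency is the fitted concentration of half-maximal effect; % is set by controls: 0 for no effect and ±100 for the full control effect; actives lower thioflavin S fluorescence by blocking filaments or displacing dye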
Target sequence (P10636 whole entry, looked up): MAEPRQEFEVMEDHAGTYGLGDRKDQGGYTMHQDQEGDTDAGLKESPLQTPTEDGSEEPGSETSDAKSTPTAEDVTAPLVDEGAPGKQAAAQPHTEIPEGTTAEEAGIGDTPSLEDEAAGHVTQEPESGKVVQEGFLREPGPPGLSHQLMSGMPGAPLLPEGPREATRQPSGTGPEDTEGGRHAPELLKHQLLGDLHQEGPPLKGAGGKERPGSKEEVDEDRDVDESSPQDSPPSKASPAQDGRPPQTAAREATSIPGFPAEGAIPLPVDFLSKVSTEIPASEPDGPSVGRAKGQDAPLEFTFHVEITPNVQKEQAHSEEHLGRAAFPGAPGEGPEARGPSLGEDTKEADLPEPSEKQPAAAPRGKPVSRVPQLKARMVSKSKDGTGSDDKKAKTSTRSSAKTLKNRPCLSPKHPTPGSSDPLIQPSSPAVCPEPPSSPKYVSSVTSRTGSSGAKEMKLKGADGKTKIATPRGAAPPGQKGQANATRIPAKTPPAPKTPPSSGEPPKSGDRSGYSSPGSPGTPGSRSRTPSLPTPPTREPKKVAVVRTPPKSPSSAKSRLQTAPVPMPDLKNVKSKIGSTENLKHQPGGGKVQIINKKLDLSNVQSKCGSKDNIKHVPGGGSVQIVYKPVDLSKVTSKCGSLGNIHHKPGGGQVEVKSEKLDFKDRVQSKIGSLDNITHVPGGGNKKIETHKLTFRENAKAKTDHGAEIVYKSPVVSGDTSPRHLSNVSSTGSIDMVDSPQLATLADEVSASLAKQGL
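Read-out: ThS fluorescence, 450 nm excitation/510 nm emission; lower signal marks blocked filament formation or displaced dye. Tau at 1 uM with 30 uM ODS, 10 uM ThS, 5 mM DTT, 100 mM NaCl, 10 mM HEPES pH 7.4; 15 h, 37 C.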
4-MU autofl – qHTS Assay for Spectroscopic Profiling in 4-MU Spectral Region; compound autofluorescence, 340/450 nm, 4-MU equivalents; hits give high values; 11% of 59,000 active; max dye-equivalent concentration, M; in the data active = max dye-equivalent concentration above about 10 nM; inconclusive = mostly about 1.1 nM to 9.6 nM
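Compounds in 100 mM Tris, pH 8.0, sat 15 min at room temperature before fluorescence was read at 340 nm excitation/450 nm emission; a per-plate six-point 4-MU standard curve converted signals to dye-equivalent concentration at each compound concentration.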
Rhodamine autofl – qHTS Assay for Spectroscopic Profiling in Rhodamine Spectral Region | Rhodamine-region fluorescence, 547/598 nm, Tris buffer; hits give high values | 0.05% of 59,000 active | max dye-equivalent concentration, M | AID 594, 2007; in the data active = max dye-equivalent concentration above about 11 nM; inconclusive = between about 1.1 nM and that limit
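A six-point rhodamine series on each plate calibrates the signal. Compounds sit in 100 mM Tris (pH 8.0) for 15 min at ambient temperature before imaging through 547 nm/598 nm filters.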
Casp1 inh – qHTS Assay for Allosteric/Competitive Inhibitors of Caspase-1. P29466. Caspase-1 enzyme, Ac-WEHD-AFC fluorogenic rate. Potency, µM (doses to about 57.5 µM), for inactives: at the highest dose activity change, negative = inhibition, usual class: inhibitors. 0.03% of 75,000 active. AID 900, 2007;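 note: potency is the fitted concentration of half-maximal effect; plate controls were vehicle for no effect and no substrate for full effect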
Target sequence (P29466 120-297 limits assumed): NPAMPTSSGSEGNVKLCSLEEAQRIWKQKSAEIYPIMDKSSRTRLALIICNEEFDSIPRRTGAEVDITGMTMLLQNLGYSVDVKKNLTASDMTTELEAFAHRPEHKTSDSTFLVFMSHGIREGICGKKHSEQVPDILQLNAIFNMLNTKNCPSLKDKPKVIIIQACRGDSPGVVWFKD
Target sequence (P29466 317-404 limits assumed): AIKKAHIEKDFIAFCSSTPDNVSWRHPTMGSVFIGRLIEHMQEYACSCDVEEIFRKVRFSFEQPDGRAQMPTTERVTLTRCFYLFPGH
Texas Red fluor – qHTS Assay for Spectroscopic Profiling in Texas Red Spectral Region; Compound fluorescence, Texas Red channel, 547/618 nm; hits give high values; max dye-equivalent concentration, M; 0.06% of 59,000 active; in the data active = max dye-equivalent concentration above about 10 nM; inconclusive = between about 1.1 nM and that limit
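Spectral interference profiling: each compound concentration's relative fluorescence, read with a 547 nm excitation and 618 nm emission filter pair, was normalized to a per-plate Texas Red standard curve.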
Luciferase inh – qHTS Assay for Inhibitors of Firefly Luciferase. purified firefly luciferase, luminescence, 8 min. Potency, µM (titrated, usually from 57.1 µM), inactives show at the top dose activity change, negative = inhibition, actives largely listed as inhibitors. 2.2% of 72,000 active; note: potency is the fitted concentration of half-maximal effect; % is set by controls: 0 for no effect and ±100 for the full control effect; nearly all actives have a fitted effect of over 40% in size
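Here, luciferase activity is measured as luminescence following an 8 min room-temperature reaction at 10 uM ATP, pH 7.2. Every library sample is titrated.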
HEK293 cAMP ctrl – qHTS Assay for Agonists of the Thyroid Stimulating Hormone Receptor: Activators of Intracellular cAMP Concentrations in Parental HEK 293 | parental HEK293 CNG cAMP sensor, membrane potential fluorescence | Potency, µM (titrated, usually from 57.1 µM), inactives show top-dose activation, usual class: activators | 2.5% of 73,000 active | AID 938, 2007; note: potency is the fitted concentration of half-maximal effect; % of control where 0% means no effect; nearly all actives have a fitted effect of over 55% in size
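Parental HEK 293 cells stably expressing a modified CNG channel (no TSHR) report cAMP rise as membrane depolarization. Membrane potential dye with 100 uM RO 20-1724 was loaded for 60 min at room temperature, then compound added for 30 min; fluorescence read at 590 nm.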
ERK AVP inh – qHTS Assay for Inhibitors of the ERK Signaling Pathway using a Homogeneous Screening Assay | HEK293-V1b, vasopressin-stimulated pERK AlphaScreen | 0.99% of 72,000 active | AID 995, 2007 | Potency, µM (series often up to 57.5 µM), without a hit: at the highest dose activity, negative = inhibition, actives largely listed as inhibitors; note: potency is the fitted concentration of half-maximal effect; % is set by controls: 0 for no effect and ±100 for the full control effect; nearly all actives have a fitted effect of over 55% in size
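Phosphorylated ERK1/2 detected via AlphaScreen bead proximity in lysates of V1b-expressing HEK293 cells given 25 nM vasopressin for 5 min after 30 min compound exposure (37 °C). AC50 from Hill equation; basal DMSO 0%, vasopressin 100%.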
Numbers without * were called inactive; i = inactive; ? = inconclusive; nt = no result given; [ ] = another dose, or the depositor's remark. Unless noted, calls come from the whole dose curve; as a rule, active = well fitted curve in the direction sought with a large enough effect; inconclusive = small, poorly fitted or top-dose-only effect, or another doubt; inactive = no such curve, though single readings can be large; an effect the other way counts as inactive or inconclusive. Some of the compounds tested; count on the stated rates, not on these rows.

Every second line gives: Casp7 inh, Rhodamine autofl, ERK AVP inh, A350 fluor, Casp1 inh, Tau filament bind, Texas Red fluor, HEK293 cAMP ctrl, Luciferase inh, 4-MU autofl, Fluorescein autfl
CCOC(=O)c1[nH]c2ccc(OC)cc2c1NC(=O)CCN1CCCC(C)C1 (stereo not given)
→ nt, i, nt, 7.17e-08M*, nt, nt, i, nt, 1.0%[25.5 µM], 6.05e-08M*, i
CC(C)Cc1cc(C(=O)Nc2ccc(F)cc2F)no1
→ 0.5%, nt, 3.4%, nt, 0.8%, -7.5%, nt, 14.1%, ?, nt, nt
O=C(CN(C(=O)CNC(=O)c1ccco1)c1ccc(Cl)c(Cl)c1)NC1CCCCC1
→ 1.5%, i, -20.2%, i, 0.3%, -5.3%, i, ?, -0.1%, i, i
Cn1c(NCCCO)nc2c(c1=O)C1(CCCCC1)Cc1ccccc1-2
→ -1.8%, i, -3.0%, 1.1e-07M*, -2.4%, -1.7%, i, -2.8%, 0.2%, 1.28e-07M*, i
CCOc1ccc(C2=Nn3cnnc3SC2)cc1
→ 1.2%, i, -18.5%, i, 0.2%, 4.3%, i, 3.4%, 1.7%, i, i
CCC(=O)c1ccc(OCc2ccc(C(=O)OC)o2)c(OC)c1
→ -0.9%, nt, -17.1%, nt, -1.8%, -0.8%, nt, -5.5%, -7.3%, nt, nt
C=CCc1ccc(OCC(O)COCC)c(OC)c1 (stereo not given)
→ -2.0%, nt, 5.2%, nt, -1.7%, -4.2%, nt, ?, -21.1%, nt, nt
CCOC(=O)c1cccc(NC(=O)c2cc3sccc3n2C)c1
→ -0.9%, i, 19.7%, i, -0.8%, 15.0%, ?, 10µM*, ?, i, ?
CCN1CCN(CC(=O)NC2CCCC2)C(=O)C1=O
→ -1.1%, nt, nt, nt, -3.4%, -12.1%, nt, 1.3%, 3.0%, nt, nt
O=C(Nc1ccccc1N1CCN(C(=O)c2ccc(Cl)cc2)CC1)c1cccnc1
→ -2.1%, i, -21.3%, i, 1.3%, -10.5%, i, 15.0%, 2.3%, i, ?
Fc1cccc(Cl)c1CSc1nnc(COc2cccc3cccnc23)o1
→ -6.3%, i, ?, ?, -5.0%, 14.2%, i, 25.1µM*, 0.3%, i, i
Cc1cc(=O)[nH]c(/N=C(\N)Nc2ccc(Cl)cc2)n1
→ -0.8%[11.5 µM], i, -13.7%[11.5 µM], i, -2.1%[11.5 µM], 8.5%[11.4 µM], i, -7.2%[11.4 µM], 1.5%[11.4 µM], i, i
CCOC(=O)N1CCN(c2nnnn2-c2ccccc2)CC1
→ 0.6%, i, -15.7%, i, -2.7%, 11.4%, i, 2.4%, 5.0%, i, ?
N#Cc1cnn(Cc2ccc(Cl)cc2)c1N
→ -1.4%, i, -14.3%, i, 0.1%, 5.6%, i, -8.0%, 0.1%, i, i
CC(C)C(=O)N(c1ccc2oc(=O)sc2c1)S(=O)(=O)c1cccs1
→ -2.4%, i, -14.9%, i, -3.6%, -18.4%, i, -22.4%, -1.5%, i, ?
CC(=O)OCC(=O)NCc1ccc2c(c1)OCO2
→ -2.6%, i, 1.5%, i, -0.1%, 9.2%, i, -2.5%, 1.0%, i, ?
CCOC(=O)N1CCC(NC(=O)c2cnc3n(c2=O)CCS3)CC1
→ -2.2%, nt, nt, nt, -2.8%, 0.6%, nt, 3.7%, 2.0%, nt, nt
CCOCCCNC(=O)C(NC(=O)CC1NC(=O)NC1=O)c1ccc(Cl)cc1 (stereo not given)
→ -0.4%, i, -1.1%, i, 0.6%, -0.4%, i, 5.4%, 0.3%, i, ?
CN(C)S(=O)(=O)c1ccc2c(c1)c(=O)c(C(=O)N1CCOCC1)cn2C
→ -0.9%, nt, -2.1%, nt, -0.4%, -1.8%, nt, 2.6%, -0.4%, nt, nt
COC(=O)C1=C(C)NC2=C(C(=O)CCC2)C1c1cccs1 (stereo not given)
→ -6.6%, i, -16.6%, 2.77e-07M*, -5.6%, 8.0%, i, 1.2%, 1.0%, 2.52e-07M*, ?
COc1cccc(N2CCN(C3CC(=O)N(c4ccc(Cl)c(Cl)c4)C3=O)CC2)c1 (stereo not given)
→ -2.5%, i, -16.2%, i, -3.8%, -9.2%, i, -4.1%, 1.4%, i, i
CC(=O)c1ccc(N2CCN(C(=O)c3ccc4c(=O)n(-c5ccccc5)c(=O)[nH]c4c3)CC2)cc1
→ -1.1%, i, 1.4%, ?, -0.8%, 6.6%, i, 11.5%, -2.5%, ?, i
COc1cccc(C(=O)N(Cc2cc3cc(C)ccc3[nH]c2=O)CC2CCCO2)c1 (stereo not given)
→ -1.1%, i, ?, 1.14e-08M*, 2.0%, 17.7%, i, ?, 1.4%, 1.21e-08M*, ?
COC(=O)N1CCC[C@@]2(CCN(Cc3nccs3)C2)C1
→ -0.3%, i, 17.7%, i, -2.8%, 8.8%, i, 4.0%, 0.0%[11.4 µM], i, i
COc1ccccc1N1CCN(C/C(O)=C(\C#N)c2nc(-c3ccccc3)cs2)CC1
→ -5.8%, i, -24.6%, i, -2.4%, -2.7%, i, -33.1%[inhibitor], 1.3%, i, i
Cc1ccc(NC(=O)N2CCCC2C(=O)NCCC2=CCCCC2)cc1 (stereo not given)
→ -0.7%, i, 3.3%, i, -0.5%, 2.9%, i, 4.8%, -0.3%, i, i
Cc1cc(NC(=O)c2ccccc2F)n(-c2nc3ccccc3[nH]2)n1
→ 0.4%, i, -25.9%, i, -1.9%, -2.5%, i, 18.3%, -1.0%, i, i
Cc1c(C)[n+](=O)c2c(n1[O-])CCC2
→ nt, i, nt, i, nt, nt, i, nt, 0.0%[25.5 µM], i, i
Cc1ccc(S(=O)(=O)N2CCN(C(=O)N3CCOCC3)C2c2ccc(N(C)C)cc2)cc1 (stereo not given)
→ -0.4%, i, 12.9%, i, 2.2%, -12.6%, i, 0.9%, 1.1%, i, i
CC(=O)N1CCN(c2ccc(NC(=O)COc3ccc(Cl)cc3Cl)cc2)CC1
→ 0.1%, i, ?, i, 0.0%, -18.0%, ?, -6.7%, -1.0%, i, i
COc1ccccc1-c1noc(-c2cccnc2)n1
→ -0.3%, i, -0.4%, i, -1.4%, -4.6%, ?, 18.6%, -19.3%, i, i
CCOC(=O)c1ccc(N2C(=O)CC(Sc3nnc(C)s3)C2=O)cc1 (stereo not given)
→ nt, i, nt, i, nt, nt, i, nt, -2.0%[25.5 µM], i, i
Cc1ccc(C(=O)NC(Cc2c[nH]c3ccccc23)C(=O)O)o1 (stereo not given)
→ -0.7%, nt, -13.0%, nt, -1.1%, -4.5%, nt, 21.2%, 2.6%, nt, nt
Oc1c(C=NCc2ccncc2)sc2ccccc12
→ nt, i, nt, 1.73e-08M*, nt, nt, i, nt, -19.9%[25.5 µM], 1.3e-08M*, i
O=c1c2cnn(-c3ccc(F)cc3)c2ncn1Cc1ccccn1
→ 0.6%, i, -2.8%, i, -0.2%, -5.9%, ?, 16.4%, 0.5%, i, i
CCOc1ccccc1C(=O)NCCCn1ccnc1
→ -1.4%, i, -19.1%, i, -1.0%, -0.7%, i, 3.2%, 0.6%, i, i
COC(=O)N1CCC2(CC1)CCN(c1ccncc1)CC2
→ -0.7%, i, 14.1%, i, -2.7%, 18.7%, i, -4.8%, 1.3%[11.4 µM], i, i
CC1(C(=O)N(CC(=O)NC2CCCC2)Cc2ccco2)CC(=O)N=C2C=CC=CN21 (stereo not given)
→ -1.0%, i, -13.8%, 4.18e-07M*, -0.9%, 16.3%, i, -2.8%, -1.7%, 4.33e-07M*, i
COc1ccc(-c2cc3nc(C)cc(NCCO)n3n2)cc1
→ -2.0%, i, -5.9%, i, -3.8%, 1.2%, i, 10.8%, ?, i, ?
CCOc1cc(S(=O)(=O)N2CCN(CC)CC2)ccc1Cl
→ -2.0%, i, -7.1%, i, 0.0%, 8.5%, ?, 4.6%, 1.2%, i, i
O=c1[nH]c2ccc(Cl)cc2c(=O)n1Cc1ccco1
→ -4.6%, i, -0.8%, i, -2.8%, 2.2%, i, -5.9%, 2.8%, i, ?
C=CCOn1c(=O)c(-c2ccc(OC)cc2)[n+]([O-])c2ccccc21
→ nt, i, nt, ?, nt, nt, ?, nt, -7.0%[25.5 µM], ?, i
CCOC(=O)C1CCN(C(=O)C2CCN(S(=O)(=O)c3cccc4cccnc34)CC2)CC1
→ -0.9%, nt, ?, nt, -5.0%, 1.7%, nt, 4.9%, 1.7%, nt, nt
Cc1c(-n2c(SCC(=O)O)nnc2-c2ccccc2Cl)c(=O)n(-c2ccccc2)n1C
→ 0.9%, i, 13.3%, i, 1.6%, 4.2%, i, 14.3%, -0.6%, i, ?
CCOC(=O)C1CCN(C(=O)CCNC(=O)c2cc(OC)c(OC)c(OC)c2)CC1
→ 2.6%, i, -0.9%, ?, 0.2%, 0.3%, i, -3.0%, 2.8%, 3.66e-08M*, i
CCOC(=O)C1=C(O)CCn2c1nc1ccccc12
→ -0.6%, i, 11.7%, ?, -1.1%, 1.9%, ?, -2.7%, -0.3%, i, i
